NPSR antag = qHTS Assay for Antagonists of the Neuropeptide S Receptor: cAMP Signal Transduction; Q6W5P4; CHO-NPSR cells, cAMP TR-FRET, antagonist mode; Potency, µM (top dose mostly 38.3 µM), inactives show at the highest dose activity change, negative = inhibition, usual class: inhibitors; 220,000 compounds, 1% hits; further: on the % scale 0 is the no-effect control and ±100 the full control effect; nearly all actives have a fitted effect of over 50% in size; many of its hits are not listed in these tables
Target sequence (Q6W5P4 whole entry, looked up): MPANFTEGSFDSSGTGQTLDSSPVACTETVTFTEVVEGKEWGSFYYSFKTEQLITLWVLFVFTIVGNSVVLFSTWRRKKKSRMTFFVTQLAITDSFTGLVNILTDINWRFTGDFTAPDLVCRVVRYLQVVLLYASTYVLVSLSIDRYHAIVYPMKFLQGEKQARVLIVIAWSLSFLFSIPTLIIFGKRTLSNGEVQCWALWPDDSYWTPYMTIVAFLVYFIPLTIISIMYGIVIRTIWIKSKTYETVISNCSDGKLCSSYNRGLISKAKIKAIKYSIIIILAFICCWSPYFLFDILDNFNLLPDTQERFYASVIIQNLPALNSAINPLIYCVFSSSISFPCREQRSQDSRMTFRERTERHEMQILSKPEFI
Luc counter = Counterscreen for Luciferase (Kinase-Glo TM) Inhibition; Luciferin 4-monooxygenase (Photuris pensylvanica), Q27757; Kinase-Glo luciferase, ATP luminescence, 8 min; Potency, µM (top dose mostly 38.3 µM), for the others: at the highest dose activity change, negative = inhibition, usual class: inhibitors; 200,000 compounds, 0.28% hits; AID 1379, 2008; further: on the % scale 0 is the no-effect control and ±100 the full control effect; nearly all actives have a fitted effect of over 60% in size
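Luminescence was the read-out, taken after 8-minute incubation at ambient temperature. Luciferase turned over luciferin with 10 uM ATP in imidazole pH 7.2 buffer containing KCl, MgCl2, Tween 20 and BSA.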
Epigenetic derep = Quantitative High-Throughput Screen for Regulators of Epigenetic Control; Potency, µM (highest dose often 53.9 µM), inactives show at the highest dose GFP activation, usual class: activators; murine LDR cells, GFP reporter derepression, 30 h; 280,000 compounds, 0.2% hits; AID 1865, 2009; further: % of control where 0% means no effect; nearly all actives have a fitted effect of over 60% in size
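In this reporter-derepression format, murine cells bearing a silenced integrated CMV-GFP locus incubate with test compound (30 h, 37 C), then are washed and imaged; fluorescent objects of 20–120 um count as induced cells.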
IMPase Li cell = qHTS Assay for Identifying the Cell-Membrane Permeable IMPase Inhibitors: Potentiation with Lithium | Potency, µM (doses to about 59.4 µM), without a hit: top-dose activity, negative = IMPase inhibition, actives largely listed as inhibitors | 210,000 compounds, 0.35% hits | CHO-M1 cells, IP1 TR-FRET (IP-One), carbachol + lithium;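 further: IP1 builds up when IMPase is blocked and the TR-FRET signal falls; plate controls were basal vehicle for no effect and high inhibitor control for full effect; nearly all actives have a fitted effect of over 50% in size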
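Test compounds were applied to CHO-M1 cells previously cultured for 16–30 h at 2000 per well. A small lithium amount accompanied them; after 30 min at 37C, IP1 was quantified by TR-FRET.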
RECQ1 inh = qHTS Assay for Inhibitors of RecQ-Like Dna Helicase 1 (RECQ1); RECQ1 DNA unwinding, red fluorescence kinetic read; Potency, µM (doses to about 57.3 µM), without a hit: at the highest dose activity, negative = inhibition, actives largely listed as inhibitors; AID 2549, 2010; 240,000 compounds, 0.54% hits; ATP-dependent DNA helicase Q1 (Homo sapiens), P46063;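 further: plate controls were vehicle for no effect and no enzyme for full effect; nearly all actives have a fitted effect of over 30% in size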
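50 nM RECQ1T1 preincubated 15 min with compound in Tris pH 8.0 buffer with MgCl2, DTT, Tween-20 and 2.5 ug/ml poly(dI-dC); started with 200 nM TAMRA/BHQ-2 forked duplex and 2 mM ATP. Unwinding read as fluorescence (525/598 nm), two reads 2 h apart.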
KDM4E inh = qHTS Assay for Inhibitors of Human Jumonji Domain Containing 2E (JMJD2E). Lysine-specific demethylase 4E (Homo sapiens), B2RXH2. JMJD2E catalytic domain, FDH-coupled NADH fluorescence (FDH is formaldehyde dehydrogenase). Potency, µM (titrated, usually from 57.1 µM), inactives show top-dose activity change, negative = inhibition, usual class: inhibitors. 230,000 compounds, 1.6% hits. AID 2147, 2009; active means well fitted inhibition curve with a large enough effect, not every such curve was filed as active; inconclusive means small, poorly fitted or top-dose-only effect, or another doubt; inactive means no such curve, though single readings can be large or run the other way;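 further: 0% = wells with enzyme and -100% = buffer wells without enzyme; nearly all actives have a fitted effect of over 50% in size; many of its hits are not listed in these tables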
Target sequence (B2RXH2 1-337 limits assumed): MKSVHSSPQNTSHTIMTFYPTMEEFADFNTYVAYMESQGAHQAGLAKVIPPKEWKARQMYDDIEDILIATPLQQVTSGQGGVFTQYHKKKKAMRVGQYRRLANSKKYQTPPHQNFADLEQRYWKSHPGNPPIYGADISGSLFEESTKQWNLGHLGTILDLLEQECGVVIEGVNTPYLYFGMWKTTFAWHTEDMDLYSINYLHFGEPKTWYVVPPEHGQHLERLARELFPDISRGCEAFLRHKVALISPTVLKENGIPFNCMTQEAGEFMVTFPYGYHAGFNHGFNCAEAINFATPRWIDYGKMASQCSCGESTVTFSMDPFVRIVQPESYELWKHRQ
SMN2 splice enh = qHTS Assay for Enhancers of SMN2 Splice Variant Expression; HEK293 SMN2-luciferase splicing reporter, luminescence, 30-36 h; Potency, µM (top dose mostly 46.1 µM), inactives show top-dose activity change, positive = activation, usual class: activators; 210,000 compounds, 2.8% hits; further: % of control where 0% means no effect; nearly all actives have a fitted effect of over 55% in size
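qHTS luciferase splicing reporter: luminescence rises when SMN2 exon 7 is included in transfected HEK293 cells. Compound exposure lasted 30-36 h at 37C, with 4.5 mM final sodium butyrate as control, followed by a ONE-Glo read.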
GoLoco inh red = qHTS Assay for Inhibitors of RGS12 GoLoco Motif Activity (Red Fluorophore); Gai1:RGS12 GoLoco peptide FP, rhodamine, 10 min; 230,000 compounds, 0.44% hits; Guanine nucleotide-binding protein G(i) subunit alpha-1 (Homo sapiens), P63096; Potency, µM (doses to about 61.6 µM), for inactives: top-dose activity, negative = inhibition, usual class: inhibitors; active means well fitted inhibition curve with a large enough effect, not every such curve was filed as active; inactive means no such curve, though single readings can be large or run the other way; further: on the % scale 0 is the no-effect control and ±100 the full control effect; nearly all actives have a fitted effect of over 30% in size; many of its hits are not listed in these tables
Target sequence (P63096 whole entry, looked up): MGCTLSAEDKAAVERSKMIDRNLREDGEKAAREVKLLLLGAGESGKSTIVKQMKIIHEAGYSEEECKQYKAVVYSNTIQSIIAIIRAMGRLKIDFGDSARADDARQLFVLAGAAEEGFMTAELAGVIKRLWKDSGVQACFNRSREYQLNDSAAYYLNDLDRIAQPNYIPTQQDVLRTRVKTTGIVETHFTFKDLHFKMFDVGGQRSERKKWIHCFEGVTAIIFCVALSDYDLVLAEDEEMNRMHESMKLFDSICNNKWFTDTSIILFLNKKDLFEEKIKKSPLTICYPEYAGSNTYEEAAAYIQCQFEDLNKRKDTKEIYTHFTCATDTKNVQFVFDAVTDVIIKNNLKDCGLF
The depositor's hits bear a star; i = inactive; ? = inconclusive; . = no result given; [ ] = dose if it differs, or a comment. Unless noted, the call rests on the fitted dose curve; in most records, active means well fitted curve in the direction sought with a large enough effect; inconclusive means small, poorly fitted or top-dose-only effect, or another doubt; inactive means no such curve, though single readings can be large; an effect the other way counts as inactive or inconclusive. Potency means the concentration at half of the fitted maximal effect.

mol,KDM4E inh,GoLoco inh red,Luc counter,IMPase Li cell,Epigenetic derep,SMN2 splice enh,RECQ1 inh,NPSR antag
CCOc1ccc(-c2c(C#N)c(N)nc3c2c(=O)n(C)c(=O)n3C)cc1OC,-4%,0%,13%,?,1.6%,-17%,i,?
CC1=C(C(=O)Nc2ccccc2F)C(c2cccs2)C2=C(CCCC2=O)N1 (stereo unspecified),-3%,17%,-3%,-1%,2.2%,-1%,i,-19%
Nc1ccccc1NC1CCCCC1,14µM*,5%,2%,2%,1.1%,11%,-5%,5%
CC[C@H]1C2=C3C(CC[C@H]4C(OCc5ccc(F)cc5C(F)(F)F)OC[C@](C)([C@@H]34)N(C(=O)OC(C)(C)C)C2)C2COC(=O)OCC21 (stereo partly specified),?,2%,-4%,-7%,2.8%,-8%,i,.
O=C(O)[C@@H](O)[C@@H](O)[C@@H](O[C@H]1O[C@@H](CO)[C@@H](O)[C@@H](O)[C@@H]1O)[C@@H](O)CO,4%[25.5 µM],4%[21.6 µM],1%[17.1 µM],-5%,-0.3%[16.9 µM],9%[20.6 µM],-5%[25.9 µM],.
CCN(CC)C(=O)C1CCCN(Cc2sccc2C)C1 (stereo unspecified),?,4%,3%,-1%[38.3 µM],5.7%,-11%,10%,-3%[46.1 µM]
O=C(CN1C(=O)c2ccccc2S1(=O)=O)c1ccc(F)cc1,5%,7%,.,.,1.4%,.,i,7%
CC(=O)CCc1c[nH]c2c(C(=O)O)cccc12,6%,4%,2%,-5%[38.3 µM],-2.1%,?,i,-7%[46.1 µM]
NC(=S)NNC(=O)c1cc(C(F)(F)F)cc(C(F)(F)F)c1,5%,4%,.,.,2.1%,.,-4%,4%
Nc1nc2c(F)c(F)c(F)cc2s1,0%,-2%,0%,1%,-0.1%,6%,-1%,15%
CC1(C)CC(=O)C(C(C2=C(O)CC(C)(C)CC2=O)c2cccc(O)c2)C(=O)C1 (stereo unspecified),?,-1%,-1%,-1%[38.3 µM],-1.0%,-2%,i,5%[46.1 µM]
COC(=O)c1ccccc1NC(=O)c1ccc2c(c1)OCCO2,?,-7%,4%,6%[38.3 µM],-1.1%,?,-10%,-24%[46.1 µM]
O=C(Nc1ccc(Cl)cc1)Nc1ccc(C(=O)N2CCOCC2)cc1,4%,-1%,.,.,-1.0%,.,-4%,15%
Cc1cc(C)nc(SCC(=O)N/N=C/C=C/c2ccccc2)n1,-3%,-8%,1%,21%,-3.2%,-9%,0%,-8%
CCC(=O)NC1CCc2cccc(OC)c2C1 (stereo unspecified),.,14%,.,-6%,1.1%,-3%,i,.
OCc1nc2ccccc2n1C/C=C/c1ccccc1,4%,-2%,-2%,0%[38.3 µM],0.0%,-29%,i,-16%[46.1 µM]
COc1ccc(Cl)cc1NC(=O)Nc1cn(C)nc1C,-15%,6%,.,.,3.7%,.,-1%,-21%
C=CCn1c(SCC(=O)NC(C)(C)C)nnc1-c1ccccc1O,7%,4%,1%,14%[38.3 µM],-0.2%,-9%,-9%,-7%[46.1 µM]
COC(=O)c1[nH]c2cc(OC)ccc2c1NC(=O)c1nonc1C,2%,1%,-2%,-15%[38.3 µM],-0.9%,-10%,-17%,-18%[46.1 µM]
CC(C)[C@@H](CC(=O)N[C@@H]1CCNC[C@H]1C(=O)N[C@H](CC(=O)N[C@@H](CCC(=O)O)CC(=O)O)Cc1c[nH]c2ccccc12)NC(=O)C[C@H](Cc1c[nH]c2ccccc12)NC(=O)[C@@H]1CNCC[C@H]1N,?,-5%,-1%,1%,-1.1%,2%,-1%,.
NC(=O)CSc1ccc(F)cc1,10%,8%,-3%,1%,-0.1%,-15%,i,5%
CC(=O)NCCC(=O)N1CCCC(C(=O)c2ccc3c4c(cccc24)CC3)C1 (stereo unspecified),?,0%,0%,4%,-5.8%,.,-2%,4%
CCCNC(=O)c1cn(CC)c2cc(N3CCN(C)CC3)c(F)cc2c1=O,?,0%,-4%,29%[38.3 µM],-0.8%,-17%,i,-4%[46.1 µM]
Cc1cccc(/C(N)=N/OC(=O)N2CCOCC2)c1,8%,-13%,?,16%[38.3 µM],0.3%,-85%[inhibitor],-4%,0%[46.1 µM]

Compound profiles, as listed above. Order of values: KDM4E inh | GoLoco inh red | Luc counter | IMPase Li cell | Epigenetic derep | SMN2 splice enh | RECQ1 inh | NPSR antag
NC(=O)CSc1ccc(F)cc1 as listed: 10% | 8% | -3% | 1% | -0.1% | -15% | i | 5%
COC(=O)c1[nH]c2cc(OC)ccc2c1NC(=O)c1nonc1C as listed: 2% | 1% | -2% | -15%[38.3 µM] | -0.9% | -10% | -17% | -18%[46.1 µM]
CCCNC(=O)c1cn(CC)c2cc(N3CCN(C)CC3)c(F)cc2c1=O as listed: ? | 0% | -4% | 29%[38.3 µM] | -0.8% | -17% | i | -4%[46.1 µM]
CC(=O)NCCC(=O)N1CCCC(C(=O)c2ccc3c4c(cccc24)CC3)C1 (stereo unspecified) as listed: ? | 0% | 0% | 4% | -5.8% | . | -2% | 4%

The list continues:
mol,KDM4E inh,GoLoco inh red,Luc counter,IMPase Li cell,Epigenetic derep,SMN2 splice enh,RECQ1 inh,NPSR antag
COc1cc(-c2cc(C(=O)NN3CCN(C)CC3)c3ccccc3n2)cc(OC)c1OC,2%,-34%,-1%,3%,0.0%,-23%,10%,20%
CC1CCCCC1NC(=O)CCCn1c(=S)[nH]c2ccccc2c1=O (stereo unspecified),-4%,2%,-2%,0%,3.4%,-34%[inhibitor],-12%,1%
CCCOc1ccc(C(=O)N2CCN(c3ccc(N)cc3Cl)CC2)cc1,4%,13%,0%,21%[38.3 µM],-1.0%,-9%,-10%,-12%[46.1 µM]
CC/C(=N\NC(N)=O)c1ccc(OC)c(OC)c1,10%,-4%,.,.,-1.2%,.,-3%,?
COc1ccc(NCc2ccc([N+](=O)[O-])s2)cc1,?,6%,-3%,10%,?,0%,-5%,3%
Cc1ccc(O)c(NC(=S)NC(=O)COc2ccc(Br)cc2)c1,-1%,30%,0%,3%,11%,3%,i,-40%
Cc1ccc(/C=C2/C(=O)c3ccc(C(=O)O)cc3C2=O)o1,-23%,244%[activator],-4%,7%,-2.9%,.,7.1µM*,12%
O=C(Oc1ccc2c3c(c(=O)oc2c1)CCC3)c1ccccc1[N+](=O)[O-],?,9%,-3%,-3%,-1.0%,-2%,-13%,11%

Laid out differently: results already given.
Values run as follows: KDM4E inh, GoLoco inh red, Luc counter, IMPase Li cell, Epigenetic derep, SMN2 splice enh, RECQ1 inh, NPSR antag
> Cc1ccc(/C=C2/C(=O)c3ccc(C(=O)O)cc3C2=O)o1
    -23%, 244%[activator], -4%, 7%, -2.9%, ., 7.1µM*, 12%
> CCCOc1ccc(C(=O)N2CCN(c3ccc(N)cc3Cl)CC2)cc1
    4%, 13%, 0%, 21%[38.3 µM], -1.0%, -9%, -10%, -12%[46.1 µM]

(more compounds)
mol,KDM4E inh,GoLoco inh red,Luc counter,IMPase Li cell,Epigenetic derep,SMN2 splice enh,RECQ1 inh,NPSR antag
Cc1ccc(S(=O)(=O)N2CCC(=O)N(CCOCc3ccc(F)cc3)CC2)cc1,-6%,1%,1%,-3%,13%,-30%[inhibitor],i,5%
CCOc1ccc(S(=O)(=O)N(CC(=O)N2CCc3ccccc32)Cc2ccco2)cc1,4%,-9%,1%,7%[38.3 µM],-3.7%,-15%,i,?
COc1ccc(CN2CC(=O)N(c3ccccc3C)C2=S)cc1OC,0%,-2%,3%,-10%,1.2%,20%,-19%,8%
CCOC(=O)c1cnn(-c2ncnc3c2cnn3C)c1N,-4%,6%,.,.,7.6%,.,27%,5%
Cc1c(C(=O)N/N=C/C(C)C)[nH]c2c([N+](=O)[O-])cccc12,9%,-2%,1%,-5%,-1.0%,11%,i,-15%
CN(C)S(=O)(=O)c1ccc(Cl)c(NC(=O)COC(=O)CCC(=O)c2cccs2)c1,5%,5%,.,.,1.6%,.,-4%,-5%
COc1cc(NC(=S)NCCCO)c(OC)cc1Cl,-2%,-10%,0%,1%,2.6%,-9%,24%,-9%
O=C(CCCCn1c(=O)[nH]c2ccccc2c1=O)NCc1ccc2c(c1)OCO2,0%,0%,-1%,1%[38.3 µM],-1.1%,-22%,15%,-15%[46.1 µM]
CC(CC(=O)O)CC(=O)NNC(=O)c1cccc(Br)c1 (stereo unspecified),2%,-5%,10%,2%,-2.8%,-4%,-3%,20%
O=C(CONS(=O)(=O)c1ccc(Cl)cc1)NCCNc1ncc(C(F)(F)F)cc1Cl,-4%,0%,0%,-7%,0.1%,-15%,i,-2%
Fc1ccc(CNC(=S)NC2CCCCC2)cc1,5%,1%,2%,4%,-1.2%,10%,i,-15%
COC(=O)c1c(NC(=O)COC(=O)c2ccccc2O)sc2c1CCCCC2,?,-26%,-1%,0%,0.0%,-23%,-2%,-12%
COc1ccc2c(c1)oc(=O)c1ccccc12,?,-7%,1%,.,-3.3%,1%,-17%,-15%
O=C(Nc1ccccc1)c1ccc(CSc2ccccn2)cc1,-10%,-2%,11µM*,-17%[38.3 µM],-1.1%,22µM*,i,-34%[46.1 µM]
Cc1ccc(S(=O)(=O)Nc2nc(C)c(C(=O)NN)s2)cc1,32%,16%,.,.,0.0%,.,-9%,42%

Compound activity deposited in PubChem BioAssay by National Center for Advancing Translational Sciences (NCATS).

This is a subset; rates above refer to the full screens.
